Screening results (PubChem BioAssay)
NR1D1 modulator = Rev-erb alpha (human) modulation | activity, % at 10 µM | hit rate 0.79% among 370,000 | P20393 | Rev-erbα–FITC-DNA binding, fluorescence polarization, 90 min;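 active = activity above about 14%, limit read from the data; passing the limit was not always enough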;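 also: 0% = DMSO wells with 35 nM protein and 100% = DMSO wells with 750 nM protein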
DDE Tn6 FP inh = inhibitors of Tn6 peptide binding to human fibrin DD(E); P02675; Fibrin DD(E) TRITC-Tn6 fluorescence polarization displacement; inhibition, % at 8.3 µM; hit rate 0.21% among 370,000;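 active = inhibition above a per-campaign cutoff: mean of compounds within control limits plus 3 SD, cut at about 15% in these data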;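 also: 0% = median of all compound wells on the plate and 100% = blocking peptide control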
Target sequence (P02675 whole entry, looked up): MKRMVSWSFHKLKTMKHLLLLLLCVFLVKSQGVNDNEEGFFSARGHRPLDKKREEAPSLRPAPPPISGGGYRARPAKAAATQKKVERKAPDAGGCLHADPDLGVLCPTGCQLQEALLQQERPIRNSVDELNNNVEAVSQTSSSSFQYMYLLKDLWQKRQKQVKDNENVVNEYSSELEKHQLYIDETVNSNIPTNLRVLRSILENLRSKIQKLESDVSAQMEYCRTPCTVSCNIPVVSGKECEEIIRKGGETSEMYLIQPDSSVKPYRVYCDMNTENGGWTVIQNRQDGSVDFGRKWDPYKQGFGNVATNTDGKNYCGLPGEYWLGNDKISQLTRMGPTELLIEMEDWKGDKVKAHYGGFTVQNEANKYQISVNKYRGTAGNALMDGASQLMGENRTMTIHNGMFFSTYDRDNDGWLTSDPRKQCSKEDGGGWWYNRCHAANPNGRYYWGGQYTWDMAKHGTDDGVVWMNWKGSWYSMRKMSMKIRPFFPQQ
PLC-gamma1 inh = blocks human PLC-gamma1 enzyme activity; inhibition, % at 12.2 µM; hit rate 0.84% among 370,000; AID 720700; purified PLC-gamma1, fluorogenic substrate, fluorescence; in the data active = inhibition above about 9.5%
PLC-beta3 inh = PLC-beta3 (human) inhibition, primary screen. hit rate 0.18% among 370,000. AID 720704. Q01970. Purified PLC-beta3, fluorogenic substrate, fluorescence. inhibition, % at 12.2 µM; in the data active = inhibition above about 11%;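 also: 0% = median of compound wells on plate and 100% = full blocker control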
ARFGAP1 inh = inhibits rat ARF GTPase activating protein 1; inhibition, % at 16.5 µM; AID 651572; Arfgap1-stimulated ARF1 GTP hydrolysis, GDP FP detection; hit rate 0.26% among 360,000;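 active = inhibition above a per-plate limit, mean inhibition of low control wells plus 3 SD, cut at about 25% in these data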;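 also: 0% = DMSO wells with enzyme and 100% = wells lacking Arfgap1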
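Material – truncated rat Arfgap1 GAP domain · Buffer or medium – HEPES-based buffer, pH 7.5 · Reagent – human ARF1(Δ1-17)-GTP substrate · Dosing – 16.5 µM single point, 1.26% DMSO · Schedule – GTP hydrolysis reaction 2 h at 25 °C · Technique – GDP detection by fluorescence polarization · Benchmarks – No-Arfgap1 wells (100%) versus DMSO full-reaction wells (0%) · Repeats – single replicate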
UHRF1 MBD2 ctr = blocks human UHRF1 binding to methylated DNA. UHRF1 binding to methylated oligo, TR-FRET. inhibition, % at 4.4 µM. Q96T88. hit rate 0.75% among 370,000; in the data active = inhibition above about 21%;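 also: UHRF1 SRA domain binding a hemimethylated CpG hairpin DNA probe; 0% = median of test compound wells and 100% = reference inhibitor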
HGIII-sPLA2 inh = Blocks human group III sPLA2 activity; Q9NZ20; QFRET BODIPY PC-A2 liposome hydrolysis, fluorescence; inhibition, % at 12.2 µM; hit rate 0.56% among 370,000; AID 743126;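 active = inhibition above mean plus 3 SD of compounds lying within the high and low control bounds, cut at about 19% in these data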;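 also: 0% = median of test compound wells and 100% = no enzyme DMSO wells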
Target sequence (Q9NZ20 whole entry, looked up): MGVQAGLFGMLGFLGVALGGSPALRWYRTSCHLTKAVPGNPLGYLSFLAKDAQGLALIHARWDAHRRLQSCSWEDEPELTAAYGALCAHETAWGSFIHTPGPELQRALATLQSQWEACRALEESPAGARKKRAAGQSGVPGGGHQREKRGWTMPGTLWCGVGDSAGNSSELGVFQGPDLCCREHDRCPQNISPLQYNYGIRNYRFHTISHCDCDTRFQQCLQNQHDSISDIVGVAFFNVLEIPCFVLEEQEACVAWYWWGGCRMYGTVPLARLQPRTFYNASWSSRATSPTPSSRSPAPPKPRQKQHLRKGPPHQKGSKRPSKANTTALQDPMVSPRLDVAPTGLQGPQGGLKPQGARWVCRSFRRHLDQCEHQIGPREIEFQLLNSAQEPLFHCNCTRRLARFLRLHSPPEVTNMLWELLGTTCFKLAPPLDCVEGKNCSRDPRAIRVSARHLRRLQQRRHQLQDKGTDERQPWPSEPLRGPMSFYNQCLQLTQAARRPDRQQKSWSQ
ASAP1 GAP inh = ASAP1 ArfGAP inhibition; Q9ULH1; ASAP1-stimulated ARF1 GTP hydrolysis, GDP FP detection; inhibition, % at 16.5 µM; hit rate 0.19% among 360,000; in the data active = inhibition above about 25%;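 also: 0% = vehicle with enzyme and substrate and 100% = no enzyme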
Tn7 DDE FP = disrupts Tn7 cyclic peptide binding to fibrin D-Dimer-E complex; hit rate 0.13% among 370,000; FP displacement of FITC-Tn7 peptide from fibrin DD(E); 0% = median of compound wells per plate; AID 720508; inhibition, % at 8.3 µM;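 active = inhibition above the mean of compounds falling within the control limits plus 3 SD of them, cut at about 14% in these data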;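 also: 0% = plate median of compound wells and 100% = 10 µM Aha-Tn7 peptide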
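Test system – human fibrin DD(E) · Times – 10 min preincubation, 3 h with tracer, room temperature · Detection – fluorescence polarization of the labelled Tn7 tracer · Measure – percent inhibition normalized to high-control wells · Benchmarks – high control wells with 10 µM unlabelled Aha-Tn7 peptide (full inhibition) · Repeats – singlicate testing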
proKLK7 act = proKLK7 (human) activation, primary screen. activation, % at 7 µM. P49862. hit rate 0.9% among 370,000. purified proKLK7, EDANS-DABCYL substrate fluorescence; 100% is mature enzyme control, 0% vehicle. AID 652039;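 active = activation above the mean of all tested compounds plus 3 SD, computed per campaign excluding outliers beyond control limits, cut at about 13% in these data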
* marks the source's active call; other numbers are inactive results; i = inactive.

SMILES	NR1D1 modulator	DDE Tn6 FP inh	PLC-gamma1 inh	PLC-beta3 inh	ARFGAP1 inh	UHRF1 MBD2 ctr	HGIII-sPLA2 inh	ASAP1 GAP inh	Tn7 DDE FP	proKLK7 act
COc1ccc(NC(=O)CN2CCN(CC(=O)Nc3ccc4c(c3)OCO4)CC2)cc1	-1	3	0	1	-1	-6	-4	-16	-3	0.9
CN(C)S(=O)(=O)c1cccc(COc2ncnc3c(Cl)cc(Cl)cc23)c1	0	2	8	1	24	7	2	6	1	-0.2
CCOC(=O)C(C)Sc1ncc(-c2ccccc2)cn1 (stereo not given)	1	-2	4	3	-1	-2	2	-16	-4	0.0
O=C(CN1CSCC1=O)N1CCN(S(=O)(=O)c2cc(C(F)(F)F)ccc2Cl)CC1	1	-2	0	-1	17	-1	1	-15	-3	0.0
C/C(=N/NC(=O)c1ccoc1C)c1ccc(N2CCOCC2)cc1	-7	5	-1	0	1	3	15	0	-4	-0.3
Cc1ccc(OCCOc2ccc(Br)cc2/C=N\NC(N)=O)cc1	1	0	2	2	4	1	-3	8	-6	0.9
COc1ccc(-c2nnc(SCC(=O)c3ccco3)n2-c2ccccc2)cc1	8	-5	-3	0	5	0	-4	4	7	0.1
OC(COc1ccc2c(c1)OCO2)CN1CCN(c2ccc(F)cc2)CC1 (stereo not given)	3	11	-1	-1	15	3	2	1	-1	0.0
O=C(CCSc1ccccc1)NCCSCc1ccccc1	1	0	6	0	4	5	9	11	-3	0.3
COc1cccc(C(O)c2nc(-c3cccc(C(F)(F)F)c3)cs2)c1 (stereo not given)	-7	-4	-3	-3	9	-1	-17	-8	10	0.1
CCOC(=O)c1c(C)[nH]c(C(=O)OCC(=O)N(CC(C)C)c2c(N)n(Cc3ccccc3)c(=O)[nH]c2=O)c1C	0	3	-5	-11	7	0	-17	-6	1	0.3
CC(C)OP(=O)(c1ccc(N(C)C)cc1)C(O)c1ccccc1 (stereo not given)	-4	-1	-3	5	0	1	0	-7	-6	-0.3
CC(C)Oc1ccc(OCCn2c(=S)[nH]c3c(N)ncnc32)cc1	-1	2	0	-7	-1	-1	8	-5	2	-0.2
c1ccc(-c2ccccc2OCCOCCN2CCNCC2)cc1	-1	-5	3	0	13	0	10	5	2	0.4
COc1cc(C#Cc2c(-c3cncn3C)n(C)c3ccc(-c4ccc5[nH]ccc5c4)cc23)cc(OC)c1	1	9	-204	-275	21	-3	1	17	-2	-46
O=c1/c(=C/c2ccc(O)cc2)sc2n1CCCN=2	-6	6	4	0	5	-10	3	9	1	-1.1
O=C(NCc1ccc(C(F)(F)F)cc1)C1CC(c2c(Cl)cccc2Cl)=NO1 (stereo not given)	5	0	1	0	-3	-2	-4	15	5	-0.1
O=C(c1ccc2c(c1)OCO2)N1CCN(S(=O)(=O)c2ccccc2)CC1	4	0	2	-5	2	-3	1	-11	2	0.6
O=S(=O)(Nc1ccc2c(c1)oc1ccccc12)N1CCCC1	-2	3	-4	0	-9	-1	-44	3	12	-2.5
Cc1[nH]c2ccccc2c1CC(=O)Nc1ccc(Oc2cccnc2)cc1	-1	-8	-6	-7	9	-2	-33	11	3	-0.2
[O-][n+]1c2cc(C(F)(F)F)ccc2c2n1CCN=C2c1ccc(Cl)cc1	-2	0	-8	-15	-2	0	3	2	0	1.1
COc1ccc(-n2c(C)cc(=O)[nH]c2=O)cc1	0	-1	-3	-7	-8	-1	12	8	4	-0.6
CC[C@]12c3[nH]c4ccccc4c3CCN1C(=O)C(CC(=O)NCC13CC4CC(CC(C4)C1)C3)C[C@@H]2C(=O)N1CCN(C(=O)c2ccco2)CC1 (stereo not given in full)	-2	10	3	1	7	0	-10	-6	4	0.5
CC(C)(C)NC(=O)C1c2ccccc2OCC(=O)N1Cc1ccccn1 (stereo not given)	-1	5	-2	0	-6	1	-2	-6	-1	-0.3
C=CCN(C(=O)Nc1ccc(OC)cc1)c1nnc(-c2ccncc2)s1	-1	-2	-8	-10	10	3	10	0	-4	-0.3
CCCCN(C)c1c(N2CCC(C(=O)OCC)CC2)c(=O)c1=O	0	-4	0	-9	2	1	7	-1	1	0.1
O=C1C(Sc2ccccc2)=C[C@@]2(O)CC[C@@H](O)[C@]1(Sc1ccccc1)[C@H]2O	1	-10	-1	0	-14	0	4	-1	1	-0.2
Cc1cc(N(C)C)c(C#N)c(N2CCOCC2)n1	-2	-11	-12	-15	8	6	15	9	2	0.1
O=C(O)c1ccccc1N/N=C/c1c(Sc2nnnn2-c2ccccc2)nc2ccccn2c1=O	9	-8	-17	-30	8	5	16	10	-8	1.9
COC(=O)[C@]12CCCCC=C1N(Cc1ccc3c(c1)OCO3)C(=O)[C@H](CC(=O)NCCCCc1ccccc1)C2	10	-3	-2	-4	8	0	-8	5	-2	0.7

Reprinted from the part before: 2 compounds; new compounds follow.
SMILES	NR1D1 modulator	DDE Tn6 FP inh	PLC-gamma1 inh	PLC-beta3 inh	ARFGAP1 inh	UHRF1 MBD2 ctr	HGIII-sPLA2 inh	ASAP1 GAP inh	Tn7 DDE FP	proKLK7 act
O=C(O)c1ccccc1N/N=C/c1c(Sc2nnnn2-c2ccccc2)nc2ccccn2c1=O	9	-8	-17	-30	8	5	16	10	-8	1.9
COC(=O)[C@]12CCCCC=C1N(Cc1ccc3c(c1)OCO3)C(=O)[C@H](CC(=O)NCCCCc1ccccc1)C2	10	-3	-2	-4	8	0	-8	5	-2	0.7
Cc1cc(=O)oc2cc(NS(=O)(=O)c3ccccc3)ccc12	-6	-2	i	i	-17	-2	-3	0	3	67*
CN(C)S(=O)(=O)c1cccc(NC(=O)COc2ccccc2C(=O)Nc2ccccc2)c1	-1	1	-1	-3	0	-1	14	6	1	-0.3
CCN(CC)C(=O)C(=O)c1cccn1-c1cccc(-n2cccc2C(=O)C(=O)N(CC)CC)c1C#N	-1	-9	3	-7	17	4	1	11	0	-0.1
CC1(C(=O)NCCc2ccccc2)Cc2c(-c3cccc(C(N)=O)c3)ccnc2O1 (stereo not given)	1	-2	5	6	-2	6	9	8	1	0.4
O=c1[nH]c2ccccc2nc1NCCN1CCOCC1	-2	2	-10	-8	1	-2	5	-16	12	0.7
Nc1nc(COC(=O)C2CC(=O)N(Cc3ccccc3)C2)nc(Nc2ccccc2)n1 (stereo not given)	0	0	6	2	-3	3	-2	-1	-4	0.0
CCN(CC)C(=O)CSc1nnc(CNc2ccc(F)cc2)n1Cc1ccco1	4	-14	-6	-2	-5	7	6	2	-10	0.6
Cc1cccc(NC(=S)N/N=C/c2ccc([N+](=O)[O-])s2)c1	2	-9	-16	-16	12	-10	18	0	6	0.4
Clc1ccccc1CN(Cc1ccccc1)C(c1cccs1)c1nnnn1C1CCCC1 (stereo not given)	3	-9	-2	0	3	0	-1	7	3	-0.2
COc1ccc(NC(=O)CSc2nnnn2-c2ccc(F)cc2)cc1	2	-1	0	-6	-8	-1	-2	-1	-6	0.0
COc1ccc(C(=O)NC(=S)NNC(=O)c2cnccn2)cc1OC	1	0	0	-1	5	16	14	2	0	-0.7
CCc1ccc(-n2nc3cc(C)c(N)cc3n2)cc1	-5	-2	-294	-332	-4	20	12	0	10	-40
FC(F)Sc1ccc(NC(=S)NCc2ccccc2)cc1	14	0	1	2	4	9	-16	1	1	-0.1
Cc1ccc(CNC(=O)c2cccc3c2C(=O)c2ccc(N4CCOCC4)cc2S3(=O)=O)cc1	-4	10	-7	-15	-12	-1	6	2	8	-2.7
CC(Cl)C(=O)Nc1cc(C(F)(F)F)ccc1N1CCOCC1 (stereo not given)	1	1	3	-1	12	-3	0	4	-9	-0.2
CCN(C(=S)NCCOC)c1cccc2ccccc12	5	-5	5	-5	6	-1	6	1	-6	0.1
COc1ccccc1CNC(=O)CN(Cc1ccc(Cl)cc1)S(C)(=O)=O	-1	7	3	11*	0	3	-7	-5	-9	0.3
O=C(CN1C(=O)c2ccccc2S1(=O)=O)Nc1ncc([N+](=O)[O-])s1	2	2	0	-4	-1	-5	2	3	4	0.5
COc1cc(CN2CCN(Cc3ccc4cc(F)ccc4n3)CC2CCO)cc(OC)c1 (stereo not given)	-1	6	-3	-10	-1	-1	6	3	3	0.4
O=C(c1[nH]c(C(F)(F)F)nc1-c1ccccc1)N1CCN(c2c(Cl)cncc2Cl)CC1	-3	-8	0	1	6	-1	-6	-7	0	0.2

6 neighbouring records already listed, for reference:
SMILES	NR1D1 modulator	DDE Tn6 FP inh	PLC-gamma1 inh	PLC-beta3 inh	ARFGAP1 inh	UHRF1 MBD2 ctr	HGIII-sPLA2 inh	ASAP1 GAP inh	Tn7 DDE FP	proKLK7 act
CC(Cl)C(=O)Nc1cc(C(F)(F)F)ccc1N1CCOCC1 (stereo not given)	1	1	3	-1	12	-3	0	4	-9	-0.2
CCN(C(=S)NCCOC)c1cccc2ccccc12	5	-5	5	-5	6	-1	6	1	-6	0.1
COc1ccccc1CNC(=O)CN(Cc1ccc(Cl)cc1)S(C)(=O)=O	-1	7	3	11*	0	3	-7	-5	-9	0.3
O=C(CN1C(=O)c2ccccc2S1(=O)=O)Nc1ncc([N+](=O)[O-])s1	2	2	0	-4	-1	-5	2	3	4	0.5
COc1cc(CN2CCN(Cc3ccc4cc(F)ccc4n3)CC2CCO)cc(OC)c1 (stereo not given)	-1	6	-3	-10	-1	-1	6	3	3	0.4
O=C(c1[nH]c(C(F)(F)F)nc1-c1ccccc1)N1CCN(c2c(Cl)cncc2Cl)CC1	-3	-8	0	1	6	-1	-6	-7	0	0.2

Outcome played no part in choosing rows; about 4.5% have a hit in one of these screens.
